Source: PubChem BioAssay
TRPV1 ag: agonists of human vanilloid receptor 1 (TRPV1); activation, % at 8.33 µM; TRPV1-expressing cells, Fluo-8 calcium influx, agonist mode; 0.19% of 320,000 active; Q8NER1; in the data active = activation above about 80%; inconclusive = between about 30% and that limit; note: 0% is about no effect
Target sequence (Q8NER1 whole entry, looked up): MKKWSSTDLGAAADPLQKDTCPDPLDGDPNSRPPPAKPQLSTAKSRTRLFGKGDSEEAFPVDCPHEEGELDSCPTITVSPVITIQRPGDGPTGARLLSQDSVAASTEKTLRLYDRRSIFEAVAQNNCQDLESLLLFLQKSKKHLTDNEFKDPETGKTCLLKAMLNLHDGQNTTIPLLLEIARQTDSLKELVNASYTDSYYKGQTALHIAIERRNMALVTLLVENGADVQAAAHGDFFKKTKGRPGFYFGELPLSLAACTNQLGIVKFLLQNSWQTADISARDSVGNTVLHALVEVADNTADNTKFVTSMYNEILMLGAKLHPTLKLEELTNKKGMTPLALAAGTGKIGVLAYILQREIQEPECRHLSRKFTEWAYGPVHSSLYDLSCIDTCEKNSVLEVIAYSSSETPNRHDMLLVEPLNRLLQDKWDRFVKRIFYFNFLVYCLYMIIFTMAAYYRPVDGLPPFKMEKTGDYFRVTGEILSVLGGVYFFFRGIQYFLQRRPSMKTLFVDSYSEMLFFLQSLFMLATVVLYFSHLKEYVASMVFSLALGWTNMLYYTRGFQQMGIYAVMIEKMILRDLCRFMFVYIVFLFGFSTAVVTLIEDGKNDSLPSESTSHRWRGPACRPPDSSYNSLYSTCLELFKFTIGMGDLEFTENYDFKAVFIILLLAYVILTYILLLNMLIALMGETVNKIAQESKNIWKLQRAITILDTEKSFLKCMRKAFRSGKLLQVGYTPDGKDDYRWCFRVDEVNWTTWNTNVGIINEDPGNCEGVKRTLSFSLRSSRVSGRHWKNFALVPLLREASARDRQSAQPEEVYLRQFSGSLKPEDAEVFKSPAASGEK
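Fluo-8 calcium influx in TRPV1-expressing cells, kinetic read (ex 480/em 520 nm). Compound added and read 3 min for agonist activity, followed by capsaicin at EC20 final and 2 min further read for enhancement.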
MLL CXXC-DNA inh: MLL CXXC-DNA interaction inhibition; 0.037% of 290,000 active; Potency, µM (series often up to 115 µM), inactives show at the highest dose activity change, negative = inhibition, most hits filed as inhibitors; Q03164; MLL-CXXC / FITC-HOXA9 DNA fluorescence polarization; AID 2662; active = well fitted inhibition curve with a large enough effect in the polarisation, with a control signal flat, not every such curve was filed as active; inconclusive = small, poorly fitted or top-dose-only effect, or effect the other way, or a change in a side signal; inactive = no such curve, though single readings can be large or run the other way; the % refers to the polarisation; note: potency is the fitted concentration of half-maximal effect
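Fluorescence polarization: 7 uM MLL-CXXC (stock) preincubated 5 min with compounds, then 50 nM fluorescein-HOX-A9 DNA (stock) added; 30 min ambient. Buffer 50 mM Tris-HCl pH 7.5, 50 mM NaCl, 1 mM DTT, 0.05% BSA.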
PTAP TSG101 blk: blocks PTAP/TSG101 interaction to inhibit HIV-1 budding; Potency, µM (doses to about 115 µM), inactives show at the top dose activity change, negative = inhibition, usual class: inhibitors; 340,000 tested, under 10 active; Fluorescence polarization, FITC-PTAP peptide / Tsg101 binding; active = well fitted inhibition curve with a large enough effect in the main read-out, with a control signal flat, not every such curve was filed as active; inconclusive = small, poorly fitted or top-dose-only effect, or effect the other way, or a change in a side signal; inactive = no such curve, though single readings can be large or run the other way; note: potency is the fitted concentration of half-maximal effect; % of control where 0% means no effect
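Fluorescence anisotropy tracks displacement of a FITC-tagged PTAP peptide (50 nM) from the Tsg101 binding domain (10 uM), following a 20 min room-temperature incubation at pH 7.5.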
TCR activator: activates T cell receptor signaling. primary human leukocytes, anti-CD3, IL-2 HTRF, 48 h. Potency, µM (titrated, usually from 9.22 µM), inactives show at the highest dose activation of IL-2 secretion, actives largely listed as activators. 330,000 tested, under 10 active; note: % of control where 0% means no effect
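Primary human leukocytes receive a-CD3 beads and test compound and are incubated 48 hr. Secreted IL-2 is then assayed by HTRF, measuring 665nm acceptor emission after 320nm excitation of the europium donor.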
B2AR arrestin: recruits beta-arrestin to the human beta2-adrenergic receptor | Potency, µM (doses to about 46.1 µM), inactives show at the highest dose activation, usual class: activators | 0.02% of 330,000 active | beta-arrestin recruitment to beta2AR, cell-based reporter | P07550;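 note: potency is the fitted concentration of half-maximal effect; 0% = DMSO controls and full agonism = EC100 isoproterenol or metaproterenol; nearly all actives have a fitted effect of over 65% in size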
AT treatment: potential ataxia-telangiectasia treatment; Potency, µM (titrated, usually from 57.5 µM), without a hit: at the highest dose activation, usual class: activators; 0.19% of 320,000 active; AID 485349; […] A-T fibroblasts, KAP-1 phosphorylation AlphaLISA; neocarzinostatin DNA damage 30 min before lysis; note: potency is the fitted concentration of half-maximal effect; % of control where 0% means no effect; nearly all actives have a fitted effect of over 45% in size
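hTERT-immortalized A-T patient fibroblasts ([…]), 500 cells/well in OPTI-MEM, 1% FBS, got compounds for 60 min, then NCS for 30 min at 37C. Lysates were then assayed for phospho-KAP-1 by AlphaLISA (anti-pKAP1 donor, anti-KAP1 acceptor beads), 6 hr at 25C.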
p53 reactivation: mutant p53 re-activation in reporter cells | H1299 p53-A138V BP100-luciferase reporter, luminescence, 24 h | Potency, µM (top dose mostly 92.2 µM), for the others: at the top dose activity change, positive = activation, hits mostly activators | 0.063% of 320,000 active | AID 504706; note: potency is the fitted concentration of half-maximal effect; % of control where 0% means no effect; nearly all actives have a fitted effect of over 45% in size
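H1299 (p53-null), stable ts p53-A138V + BP100-Luc; 1000 cells/well, Opti-MEM/10% FBS; cpd 4 pt, 1:5; 24 h, 37 deg C, 5% CO2; detection reagent 10 min RT; luminescence.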
BRCA1 expr act: BRCA1 expression activation | MCF7-BRCA1-FFLuc reporter, luminescence, 48 h; response scale: scaled: vehicle 0%, 10 µM genistein 100% | Potency, µM (series often up to 46.1 µM), for the others: at the top dose activation, actives largely listed as activators | 1.1% of 380,000 active; note: potency is the fitted concentration of half-maximal effect; nearly all actives have a fitted effect of over 80% in size; some results filed as inactive show a strong effect at the top dose
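MCF7-BRCA1-FFLuc, 2000 cells/well; 2 h attach, 37 °C/5% CO2; compound 48 h; luciferase substrate 15 min; luminescence end-point. Norm. to genistein 10 microM max activation and DMSO; concentration-response curves fitted.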
ELG1 DNA repair: ELG1-dependent DNA repair inhibition; 2.3% of 330,000 active; HEK293T ELG1-luciferase reporter, luminescence, 16 h; DNA damage induced by 5-fluorouridine; Potency, µM (series often up to 46.1 µM), inactives show at the top dose activity change, negative = inhibition, usual class: inhibitors; AID 504467; note: potency is the fitted concentration of half-maximal effect; % is set by controls: 0 for no effect and ±100 for the full control effect; nearly all actives have a fitted effect of over 55% in size
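HEK293T cells expressing luciferase-tagged ELG1 (2,000/well) received 5-Fluorouridine plus compound or DMSO for 16 hr at 37 °C. Luciferase was read by ONE-Glo luminescence after 30 min at room temperature.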
a7 integrin act: integrin-mediated muscular dystrophy alleviation activation. alpha7betagal myoblasts, beta-gal FDG fluorescence, 48 h. Potency, µM (doses to about 38.3 µM), for inactives: at the top dose activation, most hits filed as activators. 0.064% of 350,000 active;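 note: potency is the fitted concentration of half-maximal effect; 100% = response of the positive control SU9516; nearly all actives have a fitted effect of over 60% in size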
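alpha7betagal+/- myoblasts (passage 13, 250/well) treated 48 h at 37C with compounds at 1:260 dilution of DMSO stock. Lysed, then beta-galactosidase activity read as FDG fluorescence (ex 480/em 540) after 30 min, with pre-read for autofluorescence.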
An asterisk follows results filed as active; ? = inconclusive; nt = not tested or not shown; [ ] = remark or other dose. Unless noted, calls come from the whole dose curve; as a rule, active = well fitted curve in the direction sought with a large enough effect; inconclusive = small, poorly fitted or top-dose-only effect, or another doubt; inactive = no such curve, though single readings can be large; an effect the other way counts as inactive or inconclusive.

item	Molecule	TRPV1 ag	MLL CXXC-DNA inh	PTAP TSG101 blk	TCR activator	B2AR arrestin	AT treatment	p53 reactivation	BRCA1 expr act	ELG1 DNA repair	a7 integrin act
1	Cn1c(CCC(=O)Nc2ccc(F)cc2)nc2cc(S(=O)(=O)N3CCOCC3)ccc21	-2	nt	-2%	1%	-0.2%	6%	-7%	3%	2%	2%
2	O=C1CSC(c2ccccc2[N+](=O)[O-])N1CCc1ccccc1 (stereo unspecified)	13	9%	-5%	-2%	0.0%	0%	2%	-4%	-10%	23%
3	CCSc1nnc(NC(=O)CCCOc2ccc(C)cc2)s1	1	0%	-1%	2%	0.0%	5%	-1%	31%	8%	11%
4	COc1ccc(OC)c(C(=O)COC(=O)COc2ccccc2)c1	nt	nt	1%	3%[46.1 µM]	0.5%	-3%	12%	-22%	0%	-49%[inhibitor]
5	CCOC(=O)c1cnc2c(OC)cccc2c1N1CCN(c2ccc(OC)cc2)CC1	-15	1%	-3%	3%	-0.2%	nt	-33%[inhibitor]	-29%	?	-6%
6	COc1ccccc1C1c2c(C)nn(-c3ccccc3)c2NC(=O)C1NC(=O)c1ccccc1 (stereo unspecified)	-1	1%	-1%	4%[46.1 µM]	-0.3%	-5%	5%	-18%	-24%	-22%
7	CCOc1ccc(CCNC(=O)Cn2cccc2C(=O)c2ccccc2)cc1OCC	10	8%	-3%	5%[46.1 µM]	-0.2%	14%	-8%	-20%	4%	0%
8	O=C1[C@@H]2[C@@H]3C[C@@H]([C@H]4ON=C(c5ccc(Cl)cc5)[C@@H]34)[C@@H]2C(=O)N1c1ccc2c(c1)OCO2	1	6%	-2%	-2%[46.1 µM]	0.0%	2%	2%	-20%	5%	2%
9	Cc1cc(C(=O)CCl)c(C)n1CCc1ccc(F)cc1	-2	1%	1%	-5%	-0.1%	-2%	-10%	-87%[inhibitor]	0%	-66%[inhibitor]
10	COc1ccccc1-n1cnnc1SCC(=O)N1CC(=O)Nc2ccccc21	-3	10%	-7%	2%	-0.1%	-6%	4%	-12%	0%	-12%
11	CCc1nnc(N/N=C/c2cc(Br)c(O)cc2O)n1N	1	-21%	3%	4%	-1.1%	?	-70%[inhibitor]	-86%	-16%	-19%
12	CCOC(=O)Cn1c(=O)oc2cc(S(=O)(=O)Nc3ccc(F)cc3)ccc21	-1	1%	0%	-4%	-0.7%	-3%	-3%	1%	-6%	0%
13	CCN(Cc1ccccc1)C(=O)C1CCN(Cc2sccc2C)CC1	-1	20%	-2%	1%[46.1 µM]	2.4%	-1%	-6%	-38%	-11%	-8%
14	CCOC(=O)Nc1ccc2c(CN3CCC(C(=O)OC)CC3)cc(=O)oc2c1	-1	5%	0%	-3%	0.4%	16%	-6%	-10%	-2%	-32%
15	Cc1ccc(-c2nc(NC(=O)CSc3nnc4scc(-c5ccccc5)n34)ns2)cc1	0	10%	-8%	5%	-0.2%	-19%	4%	-44%	12µM*	-1%
16	Cc1ccc(NCCC(=O)c2ccc(Cl)cc2)cc1	0	3%	-2%	3%	-1.6%	1%	-1%	34%	?	-1%
17	O=C(c1cccc(S(=O)(=O)N2CCCC2)c1)N1CCCC(C(F)(F)F)C1 (stereo unspecified)	6	nt	0%	0%	4.4%	4%	-1%	-3%	-1%	1%
18	O=C(CCl)N1CCN(S(=O)(=O)c2ccc3ccccc3c2)CC1	2	21%	-11%	7%	0.3%	-6%	-19%	-14%	-15%	-68%[inhibitor]
19	COc1ccccc1-c1c(C)oc2c(CN3CCOCC3)c(O)ccc2c1=O	-1	5%	-4%	1%	-0.3%	-3%	-4%	3%	13%	0%
20	CN(Cc1nc(Cc2cccc(F)c2)no1)CC1COCCO1 (stereo unspecified)	6	-10%	-2%	-5%	0.3%	10%	-3%	0%	-3%	-6%
21	NC(=S)N=Nc1c(O)cc(O)c2[nH]c(=O)ccc12	nt	nt	-6%	-1%	nt	nt	nt	-3%	nt	29%
22	Oc1ccccc1C=NN=Cc1ccccc1Cl	nt	nt	-2%	-23%	nt	nt	nt	-49%	nt	4%
23	Cc1cccc(OCC(=O)N/N=C/C=C/c2ccco2)c1	-3	-2%	0%	4%[46.1 µM]	?	7%	13%	19%	7%	3%
24	CCN(CC)c1ccc(/C=N/N2C(=O)c3ccccc3C2=O)c(O)c1	?	-10%	-4%	1%[46.1 µM]	4.1%	13%	23%	-22%	?	14%
25	CC1=N/C(=C\c2ccc(OC(C)C)cc2)C(=O)N1c1ccc(C(=O)O)cc1	1	17%	-1%	-4%[46.1 µM]	-0.7%	-1%	7%	-15%	0%	8%
26	O=C(N/N=C/C=C/c1ccccc1[N+](=O)[O-])c1cccnc1	1	-2%	0%	1%	0.0%	nt	1%	-28%	13%	13%
27	CN(C)S(=O)(=O)c1cccc(NC(=O)CCCSc2ccccc2)c1	-1	6%	-1%	-5%	0.3%	9%	10%	-32%	-17%	-20%
28	CCc1nnc(NS(=O)(=O)c2ccc(NC(=O)c3ccccc3C)cc2)s1	2	-9%	-8%	3%	0.1%	3%	6%	-1%	?	4%
29	O=C(CN(C(=O)CCC(=O)Nc1ccccn1)C1CCCC1)NCc1ccc(F)cc1	2	4%	1%	-5%	0.2%	1%	-2%	-2%	12%	2%
30	Clc1ccc(-c2nnc3sc(Cc4cccs4)nn23)cc1	-5	0%	-5%	-2%	-1.2%	2%	4%	-5%	8%	6%

item	Molecule	TRPV1 ag	MLL CXXC-DNA inh	PTAP TSG101 blk	TCR activator	B2AR arrestin	AT treatment	p53 reactivation	BRCA1 expr act	ELG1 DNA repair	a7 integrin act
31	Clc1ccc(CCNc2nc3ccccc3s2)cc1	25	2%	-3%	2%	-0.6%	-2%	11%	17%	?	41%
32	O=C(NC1CCCCC1)c1ccccc1NC(=O)C1CC1	3	-5%	-1%	-2%[46.1 µM]	-0.2%	nt	1%	-1%	7%	-1%
33	COc1ccc(/C=C(\C#N)C(=O)NCc2ccccc2)cc1O	7	17%	0%	5%	-0.1%	-1%	6%	-23%	-12%	23%
34	CCN(CC)C(=O)CCc1nc2sc3c(c2c(=O)[nH]1)CCCC3	-1	-4%	-7%	nt	0.1%	-4%	-5%	-1%	1%	4%[7.66 µM]
35	C=CCOc1ccc(/C(O)=C2\C(=O)C(=O)N(CCN(C)C)C2c2cccs2)cc1 (stereo unspecified)	1	8%	-4%	-2%	-0.1%	0%	?	41%	?	-2%
36	COC(=O)c1sccc1-c1ccc(/C=N/OCc2c(Cl)cccc2Cl)o1	nt	2%	-4%	1%	-0.3%	5%	-4%	-2%[1.84 µM]	1%	13%
37	CCN1c2ccccc2-c2nc3ccccc3n2C1c1ccccn1 (stereo unspecified)	8	4%	-2%	8%	-0.4%	32%	-15%	-22%	-16%	33%
38	CCOC(=O)N1CCN(C(=O)/C(=C\c2ccc(SC)cc2)NC(=O)c2ccccc2)CC1	-2	-12%	-2%	-5%	0.2%	-4%	-3%	-37%	?	19%
39	O=C(COc1ccccc1)N1CCN(C(=O)c2ccc([N+](=O)[O-])cc2)CC1	21	-21%	-6%	2%	0.0%	3%	2%	2%	?	-8%
40	O=C(N/N=C/C=C/c1ccc2c(c1)OCO2)c1ccc([N+](=O)[O-])cc1	22	20%	-2%	0%	0.3%	-1%	0%	-2%	-2%	8%
41	COc1ccc(OCC(=O)NCCNC(=O)c2ccncc2)cc1	1	2%	-7%	-10%	-0.1%	-1%	1%	3%	0%	0%
42	Cc1cc2nc(-c3ccc(=O)[nH]c3)n(C)c2cc1C	0	8%	-1%	1%	0.0%	15%	19%	28%	26%	0%
43	NC(=O)CCCSc1nc2ccccc2[nH]1	-4	0%	-1%	nt	-0.7%	4%	-5%	28%	4%	19%
44	COc1cc(OC)cc(C(=O)NCC(=O)OCC(=O)Nc2ccc3c(c2)OCO3)c1	1	7%	-3%	12%	0.2%	-3%	-1%	-16%	5%	14%
45	S=C(NCC1CCCO1)N1CCN(Cc2ccccc2)CC1 (stereo unspecified)	11	1%	-1%	-4%	0.1%	-3%	0%	1%	5%	11%
46	O=c1[nH]c(-c2ccccc2Cl)nc2c1sc(=S)n2-c1ccccc1	-5	-1%	-7%	-4%	-0.1%	-3%	-2%	-37%	-9%	10%
47	O=C(O)c1n[nH]nc1-c1ccccc1	0	-17%	-3%	0%	-0.2%	-7%	1%	5%	8%	-19%
